Compound activity deposited in PubChem BioAssay by NCI.
All columns: NCI-60 one-dose screen, growth in % after 48 h at 10 µM unless noted; 100 = growth as untreated, 0 = no growth, -100 = all killed.
IGROV1: IGROV1 ovarian cancer; 79,000 tested, 4.7% active; AID 1794786
SN12C: SN12C renal cancer cells | 81,000 tested, 3.8% active
OVCAR-4: OVCAR-4 ovarian cancer cells; 80,000 tested, 3.7% active
NCI-H23: NCI-H23 lung cancer; AID 1794731; 80,000 tested, 4% active
SK-OV-3: SK-OV-3 ovarian cancer cells; 80,000 tested, 3.2% active; AID 1794785
OVCAR-3: OVCAR-3 ovarian cancer. AID 1794787. 79,000 tested, 7% active
NCI/ADR-RES: NCI/ADR-RES ovarian cells. 81,000 tested, 4.4% active. AID 1794790
OVCAR-5: OVCAR-5 ovarian cancer | 82,000 tested, 2.9% active | AID 1794783
NCI-H226: NCI-H226 lung cancer. 79,000 tested, 3.5% active. AID 1794732
An asterisk follows results filed as active; / = no result given; & = joins results of further samples; [ ] = remark or other dose. How the source made its calls: active means growth percent below 10; inactive means the rest.

SMILES	IGROV1	SN12C	OVCAR-4	NCI-H23	SK-OV-3	OVCAR-3	NCI/ADR-RES	OVCAR-5	NCI-H226
COc1cc(C2CC(c3ccc(Cl)cc3)=NN2)ccc1Oc1ccnc2cc(Cl)ccc12 (stereo not given)	100	80	85	79	103	92	83	97	79
N#C/C(=C\c1c[nH]c2ccccc12)C(=O)Nc1sc2c(c1C#N)CCCC2	97	98	100	103	99	/	100	107	94
COc1ccc(-n2nc(C(=O)NCc3ccccc3C)nc2-c2cc(OC)c(OC)c(OC)c2)cc1OC	76	94	93	96	97	103	86	97	79
CCCCCCCn1cc2c(NCCc3ccccc3)ncnc2n1	98	93	101	/	113	121	99	108	103
N#Cc1c(N)nc(NCCO)nc1-c1ccc(F)cc1	102	103	96	97	85	110	105	105	77
O=C(CCl)NCCNc1nccc(Nc2ccc(S(=O)(=O)Nc3ccccn3)cc2)n1	8.9*	13	29	23	62	-6.7*	47	16	48
COc1cc(-c2nc3cc(C)c(C)cc3n3c(C)cc(=O)n23)cc(OC)c1OC	107	95	91	107	113	118	100	106	84
CC(=O)Oc1ccc(OC(C)=O)c2c1CC1(C)OC1(C)C2 (stereo not given)	118	121	108	103	110	113	117	111	/
COc1cc2nc3c(=O)n(CCN(C)C)cnn3c(=O)c2cc1OC	100	104	101	96	104	103	98	99	103
Cc1cc(OC(=O)CCl)ccc1C(C)(C)C	100	107	109	91	/	105	104	107	91
COCCNc1ccc2ncc(C#Cc3cncc(C(=O)Nc4ccc(CN5CCN(C)CC5)c(C(F)(F)F)c4)c3)n2n1	-12*	-6.1*	-11*	-50*	-63*	/	44	3.9*	-46*
O=C(O)C1C2C=CC(C2)C1C(=O)Nc1cccc([N+](=O)[O-])c1 (stereo not given)	108	98	102	103	104	106	112	98	101
Clc1cnc2ccccc2n1	82	112	/	96	101	122	105	102	114
CC(C)n1cc(C2=C(c3cccc4ccccc34)C(=O)N(O)C2=O)c2cc(Br)ccc21	94	101	100	79	95	96	80	93	81
CC(=O)Cc1nsc(NC(=O)c2ccc(COc3ccccc3)o2)n1	104	98	97	95	109	107	100	104	95
CNC(=O)c1cc(-c2ccc(NS(=O)(=O)c3ccc(C)cc3)cc2)nc2cccnc12	97	103	100	103	107	111	100	117	89
CCOC(=O)Nc1cc(C)c(NC(=O)CN(CC)CC)c(C)c1	100	95	103	103	98	100	102	94	97
COc1cccc(OC(C)(C)Cc2ccccc2)c1	108	98	112	112	114	113	109	107	93
Cc1cc(N(CCCNc2ccnc3cc(Cl)ccc23)Cc2ccccn2)nc(N2CCOCC2)n1	82	96	82	90	88	98	89	96	91
Cc1cc2nc(Cc3nc4cc(C)c(C)cc4[nH]3)[nH]c2cc1C	106	103	107	94	129	141	93	117	102
COc1ccc2oc3c(C)c4c(c(C)c3c2c1)C(=O)N(CCCO)C4=O	93	87	98	90	99	103	97	92	91
CC(C)=CCc1cc(/C=C/C(=O)O)ccc1OC(=O)CCc1ccccc1	118	94	98	105	/	113	105	109	94
CCCCCCCC/C=C\CCCCCCCC(=O)OCCCCCC	108	111	113	98	99	113	/	117	95
Brc1cccc[n+]1Cc1ccc(C[n+]2ccccc2Br)cc1	109	100	136	95	103	120	100	101	99
C/C(=N\Nc1ccc(S(N)(=O)=O)cc1)c1cnn(-c2cc(=O)[nH]c3ccccc23)c1C	100	96	89	95	100	95	98	100	85
SMILES	IGROV1	SN12C	OVCAR-4	NCI-H23	SK-OV-3	OVCAR-3	NCI/ADR-RES	OVCAR-5	NCI-H226
CCOC(=O)c1c(C)nc(C)c(C(=O)OCC)c1-c1ccc(OC)cc1	98	94	99	100	95	105	84	100	93
O=C(/C=C/c1ccccc1)Oc1ccc(Cl)cc1Cl	101	88	106	97	97	105	104	103	94
CCC1N=C(N)N=C(N)N1c1ccc(Cl)cc1 (stereo not given)	67	97	103	89	108	104	/	119	96
C=C(C[C@@](O)(C(=O)Oc1ccccc1)C(=O)C(C)C)c1ccccc1	87	104	106	110	93	111	106	98	94
O=C1Cc2c(sc3c(F)cccc23)C(c2ccccc2[N+](=O)[O-])N1 (stereo not given)	63	99	93	99	93	98	106	108	79
CC(=O)c1cc(C(C)=O)cc(C(C)=O)c1	121	108	/	100	94	112	99	93	96
CCN1CCN(C(=O)NC(C(=O)NC2C(=O)N3C(C(=O)O)=C(CSc4nnnn4C)CSC23)c2ccc(O)cc2)C(=O)C1=O (stereo not given)	106	112	107	104	110	124	106	98	100
COc1cc2c(cc1OC)N(CCO)C1=C(C(=O)OC1)C2c1cccc(Br)c1 (stereo not given)	86	99	102	98	103	98	98	93	98
COc1ccc2oc(=O)cc(-c3sc(N4CCCC4)nc3-c3ccccc3)c2c1	82	94	101	82	87	99	82	98	95
CC(=O)c1nnn(-c2c(C(=O)n3nc(C)cc3C)sc(=S)n2-c2ccccc2)c1C	96	103	100	106	108	115	111	120	96
CC(O)CN(CCO)CCO (stereo not given)	98	107	107	89	106	107	101	92	96
Nc1ccccc1SCCO	/	106	101	93	107	105	102	107	91
c1ccc(SCN2CCCCC2)cc1	96	104	/	112	107	121	110	106	104
CCCCCOC(=O)COc1ccc(Cl)cc1Cl	108	101	114	108	101	106	107	98	100
Cc1[nH]c(/C=C/C(=O)c2ccc(C(F)(F)F)c(F)c2)c(C)c1C(=O)NCC(F)(F)F	86&98	88&91	78&90	96&96	100&106	94&99	92&92	88&96	84&90
COc1cc(CNC(=O)CCCC/C=C/C(C)C)ccc1OCc1cn(-c2ccc(F)cc2)nn1	97	82	82	81	86	96	71	98	74
COC(=O)c1c(C(=O)OC)c2ccc3c4ccccc4ccc3n2c1C(=O)OC	114	96	100	102	109	76	112	106	100
C[C@@H]1CC[C@]2(C)[C@H](CC[C@@H]3O[C@@]32C)[C@@]1(C)CCc1ccoc1	97	97	104	101	91	106	112	105	91
CNC(=O)c1cc(N2CCc3c2ccc(NC(=O)Nc2ccc(Cl)c(C(F)(F)F)c2)c3F)ccn1	76	88	80	99	103	118	105	103	96
CCOC(=O)C1=NN(c2ccccc2)C(=O)/C1=C\N1C(=O)CC(=O)NC1=S	106	96	53	99	98	101	96	104	93
CC(C)(C)OC(=O)N1CC(Cn2cc(C(F)(F)F)c3c(Cl)ncnc32)C1	-79*	-25*	82	-69*	-24*	-50*	78	112	64
COC(=O)c1ccc(NC2=C(Cl)C(=O)C(C)=C(C)C2=O)cc1	70	80	32	68	86	30	65	91	73
Cc1c(N(C)CS(=O)(=O)O)c(=O)n(-c2ccccc2)n1C	103	94	116	109	104	118	109	106	102
COc1ccc(-c2nnc(CNc3ccc(F)c(Cl)c3)o2)cc1	111	107	107	104	112	122	112	113	/
O=C1NC(=S)N[C@H]1CC(=O)n1cnc2ccccc21	97	95	107	92	111	110	96	100	94
SMILES	IGROV1	SN12C	OVCAR-4	NCI-H23	SK-OV-3	OVCAR-3	NCI/ADR-RES	OVCAR-5	NCI-H226
COc1ccc(-c2c(N)n[nH]c2-c2ccc(Cl)cc2O)cc1OC	92	52	94	83	102	96	90	73	80
CC(=O)[C@@]1(O)CC[C@H]2[C@@H]3CC[C@H]4C[C@@H](O)CC[C@]4(C)[C@H]3C(=O)C[C@@]21C	107	97	97	98	104	107	95	106	100
COc1ccc2oc(=O)cc(Cc3cn4ccccc4nc3=O)c2c1	105	95	108	98	108	109	98	110	98
CCOC(=O)C(C(=O)OCC)C(c1ccccc1)N1CCN(c2ccccc2)CC1 (stereo not given)	107&107	110&98	113&102	114&107	108&115	120&123	107&107	111&112	97&112
CCOC(=O)C[n+]1cc2ccccc2cn1	87	95	101	97	107	113	103	97	88
Cc1cc(C)c(C(=O)c2cccs2)c(C)c1	98	94	109	100	101	113	105	98	100
COC(=O)c1cc(C(C)=O)n2c3ccccc3c3ccccc3c12	41	76	44	78	99	73	45	93	61
CC12CCCC(=O)N1c1ccccc1-c1nc(-c3ccc(F)cc3)nn12 (stereo not given)	54	93	91	85	88	83	95	97	91
CC(=O)c1ccc(N/N=C(/C(=O)c2ccc(Cl)cc2)c2nc(C)cc(=O)[nH]2)cc1	94	96	99	86	95	104	94	92	111
O=c1[nH]c(N2CCOCC2)nc2c(-c3cccc4c3sc3ccccc34)cc(Cl)cc12	110	101	96	98	90	102	96	98	100
CC(C)C(c1ccccc1)C(O)CC[N+]1(C)CCCCC1 (stereo not given)	/	99	111	100	103	110	102	89	102
Oc1c(Cl)c(Cl)c2ncccc2c1Cl	118	99	125	103	101	108	110	114	108
CC(C)Sc1nc(-c2ccc(Br)cc2)c(C#N)c(N2CCOCC2)n1	101	95	85	99	94	108	91	101	96
COc1cccc(-c2nn(-c3ccccc3)cc2-c2ccnc(NCCNC(=O)Nc3cccc(C(F)(F)F)c3)c2)c1	55	28	47	36	45	39	27	58	61
Clc1nc(Cl)nc(-c2cn(-c3ccccc3)c3ccccc23)n1	257	106	96	104	102	106	111	106	104
COc1cc(OC)c(C(=O)/C=C/c2cccc(C(F)(F)F)c2)c(OC)c1	12	19	31	5.1*	42	17	17	42	25
O=S(=O)(O)c1ccc2c(S(=O)(=O)O)cc(S(=O)(=O)O)cc2c1	124	101	117	101	109	110	100	102	103
CN(NC(=O)C(=O)NCc1ccco1)C(=O)NC1CCCCC1	107	96	106	101	106	117	106	102	/
CN=C(NC)c1ccc(NC(=O)c2ccc(C(=O)Nc3ccc(C(=NC)NC)cc3)c(Cl)c2)cc1	97	95	76	103	105	85	95	101	101
CC(C)n1cnc2c(=S)nc[nH]c21	114	108	124	114	-100*	105	133	121	107
O=C(NCCN1CCC(n2c(=O)[nH]c3cc(Cl)ccc32)CC1)c1ccc(F)cc1	133	106	127	106	109	120	101	113	113
COc1cc(/C=C/C(=O)c2ccc(NC(=O)CSc3nnc(-c4cc(-c5ccc(S(N)(=O)=O)cc5)nc5ccccc45)n3-c3ccccc3)cc2)cc(OC)c1OC	96	97	105	98	110	104	102	100	93
CCCSc1nc2c([nH]1)c(=O)n(C)c(=S)n2C	116	105	107	96	106	108	105	102	116
COc1ccc(-c2nn(-c3cccc(NC(=O)Nc4ccccc4)c3)cc2-c2ccncc2)cc1Cl	33	31	41	43	81	39	22	36	71
O=C(OCCO)c1c(Cl)c(Cl)c(Cl)c(Cl)c1-c1c2cc(Br)c(=O)c(Br)c-2oc2c(Br)c(O)c(Br)cc12	107	94	114	93	100	115	100	98	106

Only OVCAR-4 (four entries from above):
SMILES	OVCAR-4
O=S(=O)(O)c1ccc2c(S(=O)(=O)O)cc(S(=O)(=O)O)cc2c1	117
CN(NC(=O)C(=O)NCc1ccco1)C(=O)NC1CCCCC1	106
CN=C(NC)c1ccc(NC(=O)c2ccc(C(=O)Nc3ccc(C(=NC)NC)cc3)c(Cl)c2)cc1	76
CC(C)n1cnc2c(=S)nc[nH]c21	124

More records follow.
SMILES	IGROV1	SN12C	OVCAR-4	NCI-H23	SK-OV-3	OVCAR-3	NCI/ADR-RES	OVCAR-5	NCI-H226
Brc1ccc(Oc2ccc(Br)cc2)cc1	117&101	107&106	94&98	107&101	103&101	113&105	111&106	106&97	91&88
O=C(CNc1nnc(-c2cccnc2SCc2ccccc2)s1)Nc1nc(Cl)cc(Cl)n1	97	103	103	112	99	106	114	109	107
C#Cc1cccc(NC(=O)C2CCN(C(=O)C=C)CC2)c1	99[8.25 µM]	103[8.25 µM]	108[8.25 µM]	106[8.25 µM]	97[8.25 µM]	116[8.25 µM]	106[8.25 µM]	105[8.25 µM]	98[8.25 µM]
COc1ccc(-c2no[n+]([O-])c2Nc2ccccc2Br)cc1	85	90	101	92	94	/	95	108	-13*
COc1ccc2cc(C(=O)NCCc3ccccc3)ccc2c1Br	108	108	119	96	86	106	105	103	103
CCCCC(CC)Cn1c(=O)cc(C)c2ccccc21 (stereo not given)	89	88	96	86	100	113	75	92	91
COc1ccc(C(c2ccc(OCCN(C)C)cc2)c2cc3ccccc3c3ccccc23)cc1 (stereo not given)	62	64	78	78	106	63	68	79	88
COC1C[C@H](O[C@@H]2C[C@H](O[C@@H]3C[C@H](O[C@@H]4C(=O)c5c(cc6cc(O[C@H]7C[C@@H](O[C@H]8C[C@@H](O)[C@H](O)C(C)O8)[C@H](O)C(C)O7)c(C)c(O)c6c5O)C[C@H]4C(OC)C(=O)[C@@H](O)[C@@H](C)O)OC(C)[C@H]3O)OC(C)[C@@H]2O)OC(C)[C@@H]1O (stereo not given in full)	9.5*	2.6*	12	-1.8*	17	3.1*	82	14	3.2*
O=C1OC(c2ccccc2)=N/C1=C\c1ccc(/C=C2\N=C(c3ccccc3)OC2=O)cc1	106	100	106	105	106	117	113	110	110
O=C(CNc1ccc(S(=O)(=O)Nc2ncccn2)cc1)Nn1c(COc2ccccc2)nc2ccccc2c1=O	92	56	38	88	68	94	78	98	83

Random excerpt: 4 records from the list
SMILES	IGROV1	SN12C	OVCAR-4	NCI-H23	SK-OV-3	OVCAR-3	NCI/ADR-RES	OVCAR-5	NCI-H226
COc1ccc(C(c2ccc(OCCN(C)C)cc2)c2cc3ccccc3c3ccccc23)cc1 (stereo not given)	62	64	78	78	106	63	68	79	88
CCCCC(CC)Cn1c(=O)cc(C)c2ccccc21 (stereo not given)	89	88	96	86	100	113	75	92	91
COc1ccc(-c2no[n+]([O-])c2Nc2ccccc2Br)cc1	85	90	101	92	94	/	95	108	-13*
O=C(CNc1nnc(-c2cccnc2SCc2ccccc2)s1)Nc1nc(Cl)cc(Cl)n1	97	103	103	112	99	106	114	109	107
